Source: PubChem (several laboratories)
GC-A act – GC-A (human) enzyme activation. P16066. HEK293 GC-A cells, cGMP TR-FRET, EC30 ANP; 0% at EC30 ANP, 100% saturating ANP. activation, % at 10 µM. actives 0.14% (n = 370,000). AID 1671463; in the data active = activation above about 40%
ssDAF12 agonist – S. stercoralis DAF-12 activation, primary screen. actives 1% (n = 370,000). HEK293 ssDAF-12/GRIP1 lit1-tk-luc reporter, luminescence; % of 3 µM dafachronic acid response. AID 652126. activation, % at 6.8 µM;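 active = activation above the mean over all tested compounds plus 3 SD, cut at about 0.9% in these data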;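 note: 0% = DMSO-only wells and 100% = 3 µM delta7-dafachronic acid wells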
hgDAF12 agonist – activates the H. glycines DAF-12 receptor ligand-binding domain; HEK293 GAL4-hgDAF12 UAS-luciferase reporter, agonist luminescence; normalized to butyrate control; activation, % at 6.8 µM; actives 1.8% (n = 370,000); AID 687014;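 active = activation above a cutoff set at the mean of all screened compounds plus 3 SD, cut at about 10% in these data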;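 note: 0% = DMSO wells and 100% = sodium butyrate wells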
hcDAF12 agonist – H. contortus DAF-12 activation, primary screen | HEK293 hcDAF-12 lit1-tk-luc reporter, luminescence; 0% DMSO, 100% Δ7-dafachronic acid | activation, % at 6.8 µM | actives 1.4% (n = 370,000) | AID 652067;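 active = activation above the mean of all tested compounds plus 3 SD, cut at about 5.5% in these data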;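 note: 100% = response to 3 µM Δ7-dafachronic acid high control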
DAX1 inh-1 – blocks DAX1 repression of SF-1 activated StAR promoter. HEK293T StAR-luciferase reporter, SF-1/DAX-1 repression relief. inhibition, % at 6.8 µM. actives 1.1% (n = 370,000). AID 652010;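 active = inhibition above the mean over all tested compounds plus 3 SD, cut at about 3.6% in these data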;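 note: 0% = DAX-1 cells with DMSO and 100% = cells lacking DAX-1 with DMSO; higher inhibition means more luminescence from relief of DAX-1 repression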
FXN GAA850 act – activators of GAA850 frataxin (FXN) promoter | HEK293 lucGAA850 FXN promoter luciferase reporter, 24 h; percent of 10 µM SAHA response | activation, % at 6 µM | actives 0.56% (n = 360,000);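 active = activation above the average of all compounds screened plus 3 SD, cutoff fixed separately per campaign, cut at about 7.5% in these data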;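 note: 0% = DMSO wells and 100% = 10 µM SAHA wells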
DAX1 inh-2 – inhibitors of human orphan nuclear receptor DAX1 (NR0B1) | P51843 | HEK293 Gal4-DAX1 luciferase reporter, luminescence | inhibition, % at 6.75 µM | actives 0.99% (n = 340,000) | AID 504766;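 active = inhibition above the mean over all tested compounds plus 3 SD, cut at about 4.2% in these data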;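 note: 0% = DAX1-transfected cells with DMSO and 100% = empty-vector control cells with DMSO; inhibition shows as a rise in luminescence from relieved DAX1 repression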
SMARCA2 activ – SMARCA2 function activation, primary screen | MG213 cells, MMTV-luciferase reporter, dexamethasone, overnight | activation, % at 9.1 µM | actives 1% (n = 370,000); in the data active = activation above about 7.8%;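 note: 0% = vehicle wells and 100% = reference activator wells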
sPLA2-III inh – Blocks human group III sPLA2 activity | actives 0.56% (n = 370,000) | inhibition, % at 12.2 µM | AID 743126 | Q9NZ20 | QFRET BODIPY PC-A2 liposome hydrolysis, fluorescence;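 active = inhibition above mean plus 3 SD of compounds lying within the high and low control bounds, cut at about 19% in these data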;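 note: 0% = median of test compound wells and 100% = no enzyme DMSO wells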
Target sequence (Q9NZ20 whole entry, looked up): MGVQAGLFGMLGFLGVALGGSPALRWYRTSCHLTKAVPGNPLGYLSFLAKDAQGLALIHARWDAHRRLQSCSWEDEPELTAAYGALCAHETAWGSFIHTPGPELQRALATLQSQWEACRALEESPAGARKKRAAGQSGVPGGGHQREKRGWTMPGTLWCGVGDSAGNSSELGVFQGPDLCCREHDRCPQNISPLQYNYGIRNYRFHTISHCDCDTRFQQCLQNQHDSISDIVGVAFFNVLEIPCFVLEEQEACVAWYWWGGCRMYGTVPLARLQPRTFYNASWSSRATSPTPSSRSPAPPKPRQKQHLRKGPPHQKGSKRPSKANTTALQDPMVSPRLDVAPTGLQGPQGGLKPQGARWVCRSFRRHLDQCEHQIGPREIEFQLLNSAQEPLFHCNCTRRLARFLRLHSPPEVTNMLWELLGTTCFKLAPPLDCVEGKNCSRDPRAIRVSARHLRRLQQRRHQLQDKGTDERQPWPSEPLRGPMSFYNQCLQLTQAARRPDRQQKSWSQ
GC-B act – GC-B (human) receptor activation; actives 0.11% (n = 370,000); HEK293-GC-B cells, CNP EC30, cGMP TR-FRET; 0% at EC30 CNP, 100% saturating CNP; P20594; activation, % at 10 µM; AID 1920062;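 active = activation at 10 µM reaching about 35% in either raw or pattern-adjusted values, limit read from the data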
ADAM10 inh – inhibits human ADAM10. O14672. recombinant ADAM10, EDANS/DABCYL FRET peptide cleavage, 3 h. inhibition, % at 7 µM. actives 0.62% (n = 370,000);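 active = inhibition above a per-campaign cutoff equal to the mean of compounds falling between control-based bounds plus 3 SD, cut at about 20% in these data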;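 note: 0% = DMSO wells while the 100% control is not disclosed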
Target sequence (O14672 214-748 limits assumed): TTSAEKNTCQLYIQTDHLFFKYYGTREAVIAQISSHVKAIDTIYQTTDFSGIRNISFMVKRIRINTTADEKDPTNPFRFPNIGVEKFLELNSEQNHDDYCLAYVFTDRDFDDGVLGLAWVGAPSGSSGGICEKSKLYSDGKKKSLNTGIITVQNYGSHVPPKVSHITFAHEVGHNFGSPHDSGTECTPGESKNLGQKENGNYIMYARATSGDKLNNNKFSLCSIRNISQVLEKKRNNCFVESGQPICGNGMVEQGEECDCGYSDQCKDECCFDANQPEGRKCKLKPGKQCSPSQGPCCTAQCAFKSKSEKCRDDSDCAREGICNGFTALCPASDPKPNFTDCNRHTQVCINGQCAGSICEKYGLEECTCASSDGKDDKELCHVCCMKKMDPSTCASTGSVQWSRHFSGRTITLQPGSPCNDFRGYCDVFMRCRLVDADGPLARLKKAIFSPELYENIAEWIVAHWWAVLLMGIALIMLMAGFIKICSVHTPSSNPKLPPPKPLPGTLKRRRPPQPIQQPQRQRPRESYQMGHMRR
* hit, by the source's call; i = inactive; x = no result given.

SMILES	GC-A act	ssDAF12 agonist	hgDAF12 agonist	hcDAF12 agonist	DAX1 inh-1	FXN GAA850 act	DAX1 inh-2	SMARCA2 activ	sPLA2-III inh	GC-B act	ADAM10 inh
Cc1cc(C)c(-n2nnnc2SC(C)C)c(C)c1	1	-1.2	2.8	-0.8	0.6	2.2	0.2	-3	1	-1	11
COc1cccc(/C=C2/C(=O)NN(c3ccc(C)c(C)c3)C2=O)c1	23	-0.3	1.4	4.3	0.6	0.2	0.3	0	-6	10	8
COc1ccc(C(=O)O)cc1S(=O)(=O)N1CCN(c2ccccn2)CC1	-1	-0.9	-0.8	-1.2	0.8	1.9	-0.6	-3	1	0	-8
O=C(NC1CCCCCC1)c1cc(S(=O)(=O)N2CCCCC2)ccc1N1CCOCC1	-3	-0.6	0.1	-0.3	-0.4	0.9	1.5	1	-8	3	-9
CCN(CC)S(=O)(=O)c1cccc(-c2n[nH]c(=S)n2/N=C/c2ccc(Br)cc2)c1	-1	-1.9	0.3	-3.2	-0.7	4.0	-0.6	6	-2	1	12
COc1ccc(N=C2SC(CC(=O)Nc3ccccc3)C(=O)N2CC2CCCO2)cc1 (centres undefined)	0	-1.2	0.1	-2.1	-0.5	-4.6	-1.6	-1	-28	4	17
CC1CCOC2(O1)C(=O)Nc1ccccc12 (centres undefined)	0	-1.1	-5.0	0.4	0.6	0.0	0.7	-4	9	-2	-19
CC(=O)c1cccc(NC(=O)C(C)OC(=O)Cc2n[nH]c(=O)c3ccccc23)c1 (centres undefined)	1	-1.1	2.0	0.1	1.6	0.5	0.0	-2	-4	2	-4
O=C(NNS(=O)(=O)c1c(F)cc(F)c(Cl)c1F)C12CC3CC(CC(C3)C1)C2	-3	-0.6	-0.4	1.0	-0.4	-0.7	x	1	-17	2	4
CCN1C(=O)[C@H]2[C@@H](c3ccc(C)cc3)N3C(=O)N(c4ccc(C(F)(F)F)cc4)C(=O)[C@@]3(CC(C)C)[C@H]2C1=O	-5	-0.8	3.6	-0.1	-0.2	6.0	-1.3	0	-18	-2	8
Cc1cc(C(=O)NC2=NCCS2)cs1	2	-0.1	17*	5.1	2.6	0.6	0.4	4	-3	1	3
CCC(=O)Nc1cccc(-n2nnnc2SCC(=O)NCc2ccco2)c1	7	-1.1	-0.8	-0.8	0.0	-0.9	1.0	1	1	-6	3
COC(=O)[C@@]12C[C@@H](CC(=O)NCc3ccccc3)C(=O)N(Cc3ccc4c(c3)OCO4)C1=CCC(C)(C)C2	-3	-1.0	0.1	0.8	0.4	x	x	0	-19	5	11
CCSc1n[nH]c2nc3c(c(=O)n12)C1(CCCCC1)Cc1ccccc1-3	3	-1.2	4.7	2.1	-0.3	2.8	3.0	-2	2	-2	-22
Fc1ccc2c(-c3cccc(C(F)(F)F)c3)c(-c3ccccc3)ncc2c1	-1	-1.7	1.1	-1.1	0.2	-0.1	-0.3	-2	8	-8	10
CCn1c(=O)c(C(=O)CN2CCc3ccccc32)c(N)n(Cc2ccccc2)c1=O	13	-0.7	-1.0	2.2	-0.2	2.4	0.1	1	-11	-2	-5
O=C(O)CC1(CC(=O)Nc2cc3ccccc3cn2)CCCCC1	-2	-1.3	0.7	-0.3	-0.6	0.2	x	7	-2	-7	-63
CCCCn1c(O)c(C(CC)=Nc2ccc3c(c2)CCC3)c(=O)[nH]c1=O	4	-0.5	-1.2	0.5	-0.6	2.5	0.1	2	1	0	-15
CCOC(=O)c1c(-c2ccc(C)o2)csc1NC(=O)CSc1nncs1	1	-0.9	-0.4	-1.1	0.0	1.8	-1.8	1	-2	0	-5
CCOc1ccccc1Nc1nnc(SCC(=O)NCC2CCCO2)s1 (centres undefined)	-1	-0.6	3.0	-0.6	1.0	0.2	-1.2	-3	1	4	-10
COc1ccc(CN2CCn3ncc(C(=O)Nc4ccc(Cl)cc4Cl)c3C2=O)cc1	0	-1.1	-0.2	0.3	-0.4	0.9	-0.8	2	-5	0	-2
Nc1cc(C(=O)O)c(Oc2ccc(Cl)cc2Cl)cc1C(=O)O	0	-0.8	-0.1	1.4	0.2	0.7	0.9	-2	-5	6	i
COc1ccc(CN(CCCn2cnc3c(OC)ncnc32)CCCn2cnc3c(OC)ncnc32)cc1	-3	-1.3	-2.5	-1.2	-1.6	0.7	0.7	-2	6	2	-5
COc1ccc(-c2cc(NC=O)c3ncc(-c4cccc(C(F)(F)F)c4)n3c2)c(OC)c1	2	-0.9	-5.1	-0.4	0.6	-1.8	x	1	-6	6	-10
C/C(=N\NC(=O)CC(C)C)c1c(C(F)(F)F)[nH]n(-c2nc3ccccc3s2)c1=O	-4	-1.1	-0.1	0.3	0.3	1.3	0.3	2	-3	1	-4
CCCCNC(=O)CN(c1cc(C(F)(F)F)ccc1Cl)S(C)(=O)=O	4	-1.2	1.8	-0.3	0.0	0.7	-0.3	-2	5	4	-1
Cc1cccc2sc(NC(=O)CSc3nnnn3C)nc12	13	0.0	4.2	4.7	-0.1	-1.5	0.3	0	-14	0	-8
CCOC(=O)c1c(S(=O)(=O)NCc2ccco2)c(C)n(C)c1C	2	-0.7	0.0	-0.9	0.4	2.8	0.2	-2	0	3	-1
CC1C(=O)N2CCCc3cc(NC(=O)C(=O)NCc4ccccn4)cc1c32 (centres undefined)	4	-1.1	0.0	0.2	-1.5	-0.2	1.7	0	3	3	-4
CCN(CC)S(=O)(=O)c1cc(NC(=O)C(C)N(C)CC(=O)Nc2c(C)cccc2C)ccc1C (centres undefined)	-1	-0.6	-1.2	-3.6	-0.4	-5.5	1.4	9.2*	-16	-3	3
CCOc1ccc(N=Nc2c(=O)[nH]n3c(C)cc(C)nc23)cc1	-14	-1.1	0.7	-1.8	-0.8	1.2	0.8	0	0	-14	7
O=C(Nc1ncc(Cc2ccccc2Cl)s1)C1=NCCN1	2	-1.7	-0.3	0.1	-0.6	-1.3	2.0	0	3	0	10
O=[N+]([O-])c1ccc(CN2C=NS(=O)(=O)c3ccccc32)cc1	-4	-0.3	-1.6	-0.6	0.3	0.5	2.0	-3	1	2	-13
COCCn1c(N)c(N(Cc2ccccc2)C(=O)C(C)Oc2ccc(Br)cc2)c(=O)[nH]c1=O (centres undefined)	-3	-1.6	2.2	-2.3	-0.3	0.1	1.1	-4	-7	-10	-4
COc1cc(C(=O)OCC(=O)NC(=O)C2CCCCC2)ccc1OC(F)F	6	-1.4	-1.3	2.0	0.3	-1.7	0.1	-3	-7	5	3
CCCn1nc(C(=O)Nc2ccc(N3CCOCC3)cc2)c2ccccc2c1=O	-6	-1.1	-1.6	-1.0	0.9	1.4	0.3	6	0	-1	4
Cc1c(NC(=O)NC(C)N2C(=O)C3C4C=CC(C4)C3C2=O)c(=O)n(-c2ccccc2)n1C (centres undefined)	3	-0.8	0.6	-1.7	-0.6	-0.3	1.6	0	-2	-9	2
CC(C)c1c(C(=O)N/N=C/c2cccc(OCc3ccccc3)c2)nnn1-c1nonc1N	2	-0.9	-1.7	-0.8	0.1	0.0	-0.2	-2	-1	0	3
CCc1ccccc1NC(=O)c1cc(S(=O)(=O)N2CCc3ccccc32)cn1C	-28	-1.4	-1.2	-1.2	-0.9	-2.1	0.3	-2	-3	-25	6
CN(C)C/C(Cl)=C(\Cl)c1ccccc1	-1	-0.3	0.5	-0.3	-0.3	-0.9	0.2	1	1	5	2
CCCCOc1ccc(NC(=O)Cn2c(=O)ccc3c(C)cc(C)nc32)cc1	-3	-0.9	-1.2	-0.2	-1.0	1.3	0.5	-2	7	-5	5
Cc1cc(Cl)ccc1NC(=O)CN1CCN(C(=O)c2ccco2)CC1	0	-1.4	-0.8	-1.1	-0.2	2.1	-0.9	-2	4	-3	-1
COc1ccc(N2CCN(C(=O)COC(=O)[C@@H](NC(=O)OCc3ccccc3)C(C)C)CC2)cc1	-1	-1.5	-2.6	-1.1	0.3	-0.5	-0.4	-3	6	-4	-8
CC(C)c1ccc(Nc2nnc(SCC(=O)NCC3CCCO3)s2)cc1 (centres undefined)	4	-0.8	12*	0.3	1.5	0.5	0.7	1	-2	2	-9
CCn1c(SCC(=O)Nc2ccc3c(c2)OCO3)nnc1-c1ccccc1O	1	-1.6	-1.9	-1.4	-0.2	-1.4	-0.7	-4	-6	-5	4
CCc1ccc(Nc2n[n+](C)c(-c3ccncc3)s2)cc1	-4	-0.9	1.6	-0.5	-0.4	0.6	-1.0	0	1	-1	-2
O=C(Nc1ccon1)c1sc2cc(Cl)ccc2c1Cl	-3	0.0	6.0	2.6	-0.6	2.7	0.1	3	-3	-4	-6
COc1ccc(C(C(=O)Nc2ccc(C(C)C)cc2)N(C)C(=O)c2ccc(=O)[nH]c2)cc1 (centres undefined)	3	-0.8	2.4	-0.1	0.3	-1.1	x	-1	-20	7	7
FC(F)(F)c1nc(Oc2ccccc2)c2ccccc2n1	2	-1.4	-0.1	-0.1	0.6	1.8	-0.6	-2	3	9	8
CCOc1ccc(OCCC(=O)OC(C)C(=O)Nc2ccc(C(C)=O)cc2)cc1 (centres undefined)	1	-0.8	2.0	-0.3	-0.1	-1.6	0.5	0	-16	1	-5
CC(=O)Nc1ccc(S(=O)(=O)NC(C)c2nc(-c3ccccc3)no2)cc1 (centres undefined)	0	-1.0	-2.5	-0.7	-0.2	-1.5	0.3	-3	-7	1	3
COC(=O)C[C@H]1CC[C@H](NC(=O)Cc2ccccc2)[C@@H](CO)O1	1	-1.0	-0.1	0.5	0.2	x	x	-7	7	3	0
CC(Oc1cc2oc(=O)c3c(c2cc1Cl)CCC3)C(=O)N1C[C@H]2C[C@@H](C1)c1cccc(=O)n1C2 (some centres undefined)	-3	-1.0	3.2	-2.5	0.8	0.2	0.7	1	0	-9	i
Nc1ncnc(Sc2ncccn2)c1[N+](=O)[O-]	-4	-2.2	-1.5	-0.5	0.4	-3.2	2.5	18*	2	-5	2
CC(C)OC(=O)c1ccc(COC(=O)c2cnccn2)cc1	-3	-0.3	3.0	1.1	-0.1	1.3	0.1	-3	5	1	-4
O=C(Nc1nnc(COc2ccc(Cl)cc2)s1)c1cccs1	1	-1.2	-0.3	-0.9	-0.5	-1.3	0.9	-1	-1	-4	-8
CC1=C(C(=O)c2ccccc2)C(c2ccc(N3CCOCC3)cc2)NC(=O)N1 (centres undefined)	3	-1.9	4.0	-0.7	-0.1	1.4	2.1	-3	-8	5	-1

Compound profiles, from the list above. Order of screens: GC-A act	ssDAF12 agonist	hgDAF12 agonist	hcDAF12 agonist	DAX1 inh-1	FXN GAA850 act	DAX1 inh-2	SMARCA2 activ	sPLA2-III inh	GC-B act	ADAM10 inh
CC(C)c1ccc(Nc2nnc(SCC(=O)NCC3CCCO3)s2)cc1 (centres undefined) is entered as 4	-0.8	12*	0.3	1.5	0.5	0.7	1	-2	2	-9
CCc1ccc(Nc2n[n+](C)c(-c3ccncc3)s2)cc1 is entered as -4	-0.9	1.6	-0.5	-0.4	0.6	-1.0	0	1	-1	-2
